MsrA inhibitor: inhibitors of bovine MsrA. purified bovine MsrA, absorbance read-out. inhibition, % at 15.5 µM. 360,000 compounds, 0.75% hits. AID 651718; in the data active = inhibition above about 4.5%;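 also: 0% = vehicle wells with enzyme and 100% = reference inhibitor wells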
E coli Lon inh: inhibitors of E. coli Lon protease | purified E. coli Lon protease, fluorescence polarization | AID 602123 | 360,000 compounds, 0.42% hits | inhibition, % at 7.94 µM | P0A9M0; in the data active = inhibition above about 13%, passing the limit was not always enough;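 also: 0% = enzyme with probe and DMSO and 100% = no enzyme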
MT1-MMP act inh: inhibitors of human MT1-MMP activation | P50281 | HT1080 RFP-PRO-GFP cells, GFP/RFP ratio fluorescence, overnight; percent of plate control window, DMSO zero | GFP/RFP ratio change, % at 20 µM | 360,000 compounds, 0.061% hits | AID 651647;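 active = GFP/RFP ratio change of at least 30% with cell ATP level not reduced by more than half and red fluorescence within 50% of control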; also: strong numbers were not always called active
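Material – HT1080 RFP-PRO-GFP cells · Control set – DMSO wells and RFP-L50D-GFP cells · Incubation – overnight cell settling, then overnight compound exposure, 37 °C, 5% CO2 · Compound dosing – single-point 20 µM compound, 1% DMSO · Read-out – GFP/RFP fluorescence ratio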
MsrA act: activators of bovine methionine sulfoxide reductase A; purified bovine MsrA, absorbance read-out; activation, % at 10.6 µM; 360,000 compounds, 0.3% hits; AID 602163; in the data active = activation above about 7.5%;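 also: 0% = vehicle and 100% = reference activator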
CendR NRP1 mod: NRP-1/CendR interaction modulation; 360,000 compounds, 0.85% hits; inhibition, % at 25 µM; FAM-RPARPAR peptide binding to NRP-1, fluorescence polarization; O14786; AID 602438;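 active = inhibition or corrected inhibition above about 18%, plus a signal ratio from 0.5 to 1.5, limit read from the data, passing the limit was not always enough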; also: strong numbers were not always called active
FAS-TE inh: inhibitors of human fatty acid synthase thioesterase domain; P49327; recombinant FAS-TE, OMFH fluorogenic substrate, fluorescence endpoint; inhibition, % at 15 µM; 360,000 compounds, 0.67% hits; AID 602261;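 active = compounds whose normalised, plate-corrected inhibition of enzyme fluorescence in the single-dose primary screen is 50% or more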;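 also: 0% = DMSO with enzyme and 100% = substrate without enzyme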
Rin1 Abl inh: blocks binding of human Rin1 to Abl; TR-FRET Rin1/Abl binding, biochemical; AID 588664; inhibition, % at 7.35 µM; 360,000 compounds, 0.4% hits; P00519+Q13671; in the data active = inhibition above about 5%, passing the limit was not always enough
Neddyl block: blocks human cullin neddylation. AID 651699. 360,000 compounds, 0.58% hits. calls only at 25 µM. P61081+Q13564. TR-FRET cullin neddylation, biochemical; in the data active = inhibition above about 36%
Target sequence (P61081 whole entry, looked up): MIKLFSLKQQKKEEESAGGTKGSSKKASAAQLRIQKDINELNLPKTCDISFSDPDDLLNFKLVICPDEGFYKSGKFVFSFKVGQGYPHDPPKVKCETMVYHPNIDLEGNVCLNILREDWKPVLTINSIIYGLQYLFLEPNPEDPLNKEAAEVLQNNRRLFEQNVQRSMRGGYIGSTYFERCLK
Target sequence (Q13564 whole entry, looked up): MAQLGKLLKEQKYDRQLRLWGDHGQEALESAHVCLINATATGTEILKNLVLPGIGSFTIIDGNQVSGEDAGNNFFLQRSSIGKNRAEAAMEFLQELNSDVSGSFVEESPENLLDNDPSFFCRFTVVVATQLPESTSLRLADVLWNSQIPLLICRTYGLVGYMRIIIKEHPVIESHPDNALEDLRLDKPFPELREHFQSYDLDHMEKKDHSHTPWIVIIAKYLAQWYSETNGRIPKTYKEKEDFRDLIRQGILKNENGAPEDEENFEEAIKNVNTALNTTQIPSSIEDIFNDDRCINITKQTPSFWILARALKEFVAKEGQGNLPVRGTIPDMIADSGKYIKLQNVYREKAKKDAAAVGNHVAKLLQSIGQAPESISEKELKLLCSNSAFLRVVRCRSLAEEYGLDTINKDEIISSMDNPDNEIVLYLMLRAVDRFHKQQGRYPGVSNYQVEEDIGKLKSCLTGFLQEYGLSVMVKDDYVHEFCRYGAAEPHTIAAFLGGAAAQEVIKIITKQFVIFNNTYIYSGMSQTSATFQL
SKN-1 inh: C. elegans SKN-1 inhibition; 360,000 compounds, 0.49% hits; C. elegans VP596 Pgst-4::GFP/RFP ratio, acrylamide-induced, 24 h; inhibition, % at 21.8 µM;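 active = interference check ratio from 0.5 to 1.5 plus GFP to RFP signal ratio inhibition reaching or exceeding a fixed threshold, cut at about 30% in these data, passing the limit was not always enough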; also: some compounds called inactive have numbers as strong as hits
* = called active by the depositor; i = inactive; . = no result given; + = active, no number.

SMILES | MsrA inhibitor | E coli Lon inh | MT1-MMP act inh | MsrA act | CendR NRP1 mod | FAS-TE inh | Rin1 Abl inh | Neddyl block | SKN-1 inh
Cc1oc(-c2ccc(Cl)cc2)cc1C(=O)NC1CCN(Cc2ccccc2)CC1 | -0.6 | -11 | -1 | -2 | 9 | 4 | 1 | i | 3
O=c1[nH]cc(N(CCO)CCO)c(=O)[nH]1 | -0.8 | -12 | 1 | -8 | -2 | -10 | -1 | i | -14
CCC[C@H]1CN(Cc2cccnc2)C(=O)[C@@H]1CC(=O)Nc1ccc(Br)cc1 | 2.5 | 3 | 1 | 0 | -6 | 11 | -4 | i | 4
O=C(COC(=O)Cc1cccs1)Nc1ccccc1F | 1.3 | -3 | 1 | -2 | -4 | -6 | -4 | i | 0
Cc1cc(C(=O)c2ccccc2)c(NC(=O)CN2CCOCC2)s1 | 1.1 | 3 | 0 | -1 | -4 | -4 | 1 | i | 11
Cc1cccc(CN2C(=O)/C(=C\c3ccc(C(=O)NCCCN4CCN(C)CC4)cc3)Oc3ccccc32)c1 | 0.8 | -1 | -2 | 1 | 1 | 4 | -7 | . | 8
O=C(CN1C(=O)/C(=C\c2cccc(Cl)c2)Sc2ccccc21)NCCCN1CCOCC1 | 1.0 | -6 | 0 | -1 | 16 | 0 | 0 | i | 6
COc1ccc(/C=C/C(=O)NCc2ccccn2)cc1OC | 1.5 | 1 | -1 | -5 | 20 | -7 | -1 | i | -4
COc1ccc(C)cc1NS(=O)(=O)c1ccccc1 | 0.5 | -9 | 2 | -3 | 8 | -6 | 5 | i | 16
COC(=O)c1cccc(-n2c(=O)n(Cc3ccccc3)c(=O)c3[nH]cnc32)c1C | 0.4 | 4 | 0 | -5 | 10 | -4 | -1 | i | -1
CCc1cccc(OCC(=O)Nc2ccc(S(=O)(=O)N3CCCC3)cc2)c1 | -0.7 | 3 | 0 | -3 | -5 | 16 | 1 | i | -5
COc1ccc(C(F)(F)F)cc1NC(=O)c1nc2nc(C)cc(C(F)F)n2n1 | -0.7 | -5 | -2 | -3 | 10 | 1 | -2 | i | 31
CCc1cc2c3c(c1)/C(=C1/SC(N)=NC1=O)C(=O)N3C(C)(C)C=C2C | 1.9 | 0 | -3 | -12 | 11 | -5 | 0 | i | -15
O=C(Nc1ccccc1)N1CCN(c2ccccc2)CC1 | 0.4 | 2 | -4 | -4 | 16 | -6 | 3 | i | 5
COc1ccccc1N(CC(=O)N1CCN(c2ccccc2)CC1)S(=O)(=O)c1ccc(C)cc1 | 1.5 | 4 | 0 | -2 | 17 | 20 | -2 | i | 8
COc1ccc(C(=O)Nc2ccc(C3(C#N)CCCC3)cc2)cc1 | 1.9 | 7 | 6 | -4 | 14 | 3 | -2 | i | 8
Cc1ccc(C(=O)NCc2ccco2)cc1 | -0.6 | -11 | 0 | -2 | 8 | -4 | -1 | i | 7
CN(C(=O)C1CCOC1)c1nnc(C2CCOC2)s1 (configuration not stated) | -0.2 | 6 | -7 | -3 | 4 | -7 | -2 | i | 21
Cc1ccc(N(CC(=O)NC2CCCCC2)C(=O)CCCC(=O)Nc2ccccn2)c(C)c1 | -0.1 | 9 | -2 | 0 | -7 | 7 | 3 | i | 8
CCC(C)(C(=O)NC1CCCCC1)N(C(=O)c1ccccn1)c1ccccc1 (configuration not stated) | 0.4 | -3 | 5 | -2 | 9 | -6 | -1 | i | 19
CCC(=O)Nc1cccc(-c2cn3ccccc3n2)c1 | -0.5 | -5 | 8 | -3 | -10 | -4 | 0 | + | -4
Cc1nnc(N2C(=O)C(O)=C(C(=O)c3ccco3)C2c2ccc(C(C)C)cc2)s1 (configuration not stated) | 0.7 | -5 | -9 | 0 | -25 | -8 | -5 | i | -2
CCOC(=O)C1CCN(C(=O)COC(=O)/C=C/c2ccc([N+](=O)[O-])cc2)CC1 | 2.2 | 6 | 3 | -4 | 15 | 7 | 2 | i | 9
O=C(CSc1oc(-c2ccccc2)nc1S(=O)(=O)c1ccc(F)cc1)NCC1CCCO1 (configuration not stated) | -0.1 | 6 | -7 | 2 | -15 | -1 | 4 | i | -4
O=C(COC(=O)Cn1cnc2ccccc21)NCCc1ccc(Cl)cc1 | 0.7 | -6 | 2 | -4 | 10 | -7 | 3 | i | -4

(further entries)
SMILES | MsrA inhibitor | E coli Lon inh | MT1-MMP act inh | MsrA act | CendR NRP1 mod | FAS-TE inh | Rin1 Abl inh | Neddyl block | SKN-1 inh
COc1cc(/C=N/NC(=O)CNC(=O)c2ccncc2)ccc1O | 1.4 | 4 | 1 | -5 | -1 | -7 | -2 | i | -2
Cc1cc(C)c(S(=O)(=O)c2ccc(F)cc2C)c(Cl)n1 | 0.6 | 1 | 1 | -4 | 6 | -1 | -1 | i | 11
Cc1ccccc1NC(=O)CNc1ccccc1N1CCCCC1 | 0.3 | -9 | -4 | -8 | -10 | 14 | 0 | i | 1
Cc1cc(=O)n2c(C(=O)Nc3ccc(C(=O)OC(C)C)cc3)c(C(=O)Nc3ccccc3)sc2n1 | 2.4 | 2 | -2 | 1 | 6 | 6 | -2 | i | 5
COc1ccc(CN(C(=O)c2snc(C(N)=O)c2N)C(C(=O)NC2CCCC2)c2ccco2)cc1 (configuration not stated) | -0.5 | 3 | -1 | 0 | 2 | 6 | 3 | i | 11
CCCCCCCCCCCC(=O)NC1CCS(=O)(=O)C1 (configuration not stated) | 1.2 | -4 | 4 | -4 | 6 | 8 | -1 | i | 6
O=C(NCc1cccnc1)c1ccccc1NC(=O)c1c(F)cccc1F | -0.8 | 3 | 0 | -3 | -6 | -2 | -1 | i | 12
Cc1ccc(Nc2nc(N)c([N+](=O)[O-])c(NCc3ccco3)n2)cc1 | 0.8 | 2 | -5 | -1 | 9 | 12 | -3 | i | 13
CC1CCCCC1NC(=O)C1CCC(CNc2c(N3CCCCC3)c(=O)c2=O)CC1 (configuration not stated) | -0.1 | -3 | 3 | 1 | 4 | -3 | -1 | i | 0
CC(=O)c1ccc(S(=O)(=O)N2CCN(S(=O)(=O)c3ccccc3C(F)(F)F)CC2)cc1 | -1.2 | -8 | 0 | -2 | 3 | -2 | 0 | i | 16
COc1ccc(NC(=O)CN2C(=O)CSc3ccc(S(=O)(=O)N4CCC(C)CC4)cc32)cc1 | -1.2 | -9 | -1 | 1 | -4 | 42 | 2 | i | 4
O=C(COc1ccc(S(=O)(=O)N2CCCC2)cc1Cl)N1CCN(c2ccccc2)CC1 | 0.8 | 10 | 6 | -9 | 2 | 15 | 0 | i | 6
COC(=O)CNc1c(-c2ccccc2)nc2ccc(Br)cn12 | 1.9 | 3 | 6 | 0 | 9 | 4 | -2 | i | 27
COc1cccc(N2CCN(Cc3nc4ccccc4c(=O)[nH]3)CC2)c1 | -0.3 | -4 | -8 | -12 | -7 | 1 | -4 | i | -10
COc1ccc(C(C)=O)cc1CSc1nnc(-c2ccncc2)o1 | -0.7 | 93* | -8 | -1 | 6 | -1 | -2 | i | -1
CC(=O)N1CCN(C(=O)CCc2cc(C(C)(C)C)c(O)c(C(C)(C)C)c2)CC1 | 0.1 | 0 | -1 | -3 | 4 | -3 | 3 | i | 1
CC(=O)N1c2ccc(S(=O)(=O)N3CCOCC3)cc2CC1C (configuration not stated) | 0.5 | 2 | 4 | 0 | -4 | -5 | -1 | i | 15
CCCCCCCCCCCCN1C/C(=C\C(=O)OCC)c2cc(C(F)(F)F)ccc2S1(=O)=O | -0.9 | -3 | -4 | -3 | -24 | 17 | 3 | i | 3
COc1ccccc1NC(=O)COc1ccc(C(=O)OCC(=O)N(C(C)C)C(C)C)cc1OC | 1.9 | 4 | 3 | -2 | 0 | 11 | -4 | i | -18
C#CCOc1ccccc1/C=N/NC(=O)c1ccccc1OCc1ccccc1 | 0.1 | -8 | 3 | 0 | 14 | 19 | 3 | i | 18
COc1cc(/C=C2/SC(=S)N(CCC(=O)Nc3cccnc3)C2=O)cc(OC)c1OC | 0.8 | 0 | 19 | 0 | -12 | 2 | -1 | i | -13
CCCCCC(=O)Nc1cccc(C2=NOC3(C2)C[C@@H](C(N)=O)N(C(=O)CC(c2ccccc2)c2ccccc2)C3)c1 (some centres not stated) | -0.5 | -11 | -2 | -1 | -11 | 10 | 1 | i | 9
Cc1cc([N+](=O)[O-])ccc1NC(=O)CCC(=O)N1CCCCC1 | 1.9 | -1 | -6 | -3 | 1 | 3 | -2 | i | -4
COc1ccc(/C=C2\SC(=S)N(CCCCCC(=O)Nc3cc(C)on3)C2=O)cc1OC | -1.2 | 0 | -6 | -4 | -23 | -5 | -2 | i | -29
COc1ccc(C2=NN(C(=O)CSc3nc4ccccc4s3)C(c3ccc(F)cc3)C2)cc1 (configuration not stated) | 0.2 | 1 | -2 | -4 | -2 | 27 | 0 | i | 15

5 structures out of the list, arranged by SMILES length, smallest number first:
SMILES | MsrA inhibitor | E coli Lon inh | MT1-MMP act inh | MsrA act | CendR NRP1 mod | FAS-TE inh | Rin1 Abl inh | Neddyl block | SKN-1 inh
CCCCCCCCCCCC(=O)NC1CCS(=O)(=O)C1 (configuration not stated) | 1.2 | -4 | 4 | -4 | 6 | 8 | -1 | i | 6
COC(=O)CNc1c(-c2ccccc2)nc2ccc(Br)cn12 | 1.9 | 3 | 6 | 0 | 9 | 4 | -2 | i | 27
Cc1cc(C)c(S(=O)(=O)c2ccc(F)cc2C)c(Cl)n1 | 0.6 | 1 | 1 | -4 | 6 | -1 | -1 | i | 11
Cc1cc([N+](=O)[O-])ccc1NC(=O)CCC(=O)N1CCCCC1 | 1.9 | -1 | -6 | -3 | 1 | 3 | -2 | i | -4
Cc1cc(=O)n2c(C(=O)Nc3ccc(C(=O)OC(C)C)cc3)c(C(=O)Nc3ccccc3)sc2n1 | 2.4 | 2 | -2 | 1 | 6 | 6 | -2 | i | 5

(further entries)
SMILES | MsrA inhibitor | E coli Lon inh | MT1-MMP act inh | MsrA act | CendR NRP1 mod | FAS-TE inh | Rin1 Abl inh | Neddyl block | SKN-1 inh
Cc1ccc(C)c(Cn2c(=O)n(CCCC(=O)NCc3ccco3)c(=O)c3sccc32)c1 | 1.1 | -7 | -5 | -9 | 5 | 2 | 2 | i | -20
CN(C)CCNc1nc2sc3c(c2c(=O)n1-c1ccc(F)cc1)CCCCC3 | -0.5 | 4 | 7 | -6 | -1 | -3 | -1 | i | -8
O=C(CCCN1C(=O)/C(=C\c2cccc(Br)c2)SC1=S)Nc1ccc(C(=O)O)cc1 | 2.1 | 3 | -2 | -4 | -4 | 17 | 3 | i | 10
Cc1noc(NS(=O)(=O)c2ccc(NC(=O)NC(C)(C(F)(F)F)C(F)(F)F)cc2)c1C | 0.2 | 2 | 7 | 0 | -2 | -5 | -2 | i | -5
CC1Cn2c(CCc3ccccc3)nnc2S1 (configuration not stated) | 0.8 | -7 | 1 | -5 | -19 | -6 | 5 | i | -5
CC(C)C[C@H](N)c1cn([C@@H](Cc2cc3ccccc3[nH]2)C(=O)N2CCNCC2)nn1 | -1.1 | -22 | 2 | -2 | 12 | -9 | 5 | i | -2
Cc1cc(C(=O)N2CCCC(N3CCN(c4cccc(Cl)c4)CC3)C2)nc(C)n1 (configuration not stated) | -0.3 | -1 | -1 | -3 | 4 | -8 | 3 | i | 1
N#Cc1ccccc1S(=O)(=O)N1CCN(Cc2cccs2)CC1 | -1.0 | 2 | -2 | -3 | -1 | -2 | -5 | i | 10
CC1=C(C(=O)OCc2cc(C)on2)N2C(=O)[C@@H](NC(=O)OCc3cc(C)on3)[C@H]2SC1 | 0.5 | 4 | -1 | 3 | -10 | 4 | 1 | i | 12
CC(=O)N1CCN(S(=O)(=O)c2cccc(C(=O)NCCC3=CCCCC3)c2)CC1 | 0.4 | 3 | -4 | -2 | 0 | -3 | 2 | i | 0
CC(=O)c1ccc(N2CCN(c3ncccn3)CC2)c([N+](=O)[O-])c1 | 1.6 | 5 | 4 | -2 | 10 | -6 | -1 | i | 5
O=C(CCNC(=O)c1ccc([N+](=O)[O-])cc1)NC1CCCCC1 | -0.1 | -3 | 3 | -2 | 7 | 42 | -2 | i | -2
O=C(N1CCOCC1)N1CCN(S(=O)(=O)c2ccccc2)C1 | 0.9 | 0 | 3 | -4 | 7 | -9 | 0 | i | -11
